Screens deposited in PubChem by Johns Hopkins Ion Channel Center.
KCNQ2 block: KCNQ2 potassium channel inhibitors, primary screen, cell-based, CHO-K1, FluxOR thallium flux, B-score (AID 2156); O88943; 310,000 compounds, 1.1% hits; B-score at 10 µM; 20 min; stronger effect = lower value;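 active = fluorescence ratio B-score at most minus 3 library SDs, with starting brightness B-score within 2 library SDs, cut at about -5.5 in these data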
CHT block: inhibitors of human choline transporter CHT; B-score at 10 µM; Q9GZV3; 310,000 compounds, 0.86% hits; AID 488975; CHT-expressing cells, membrane potential dye, choline response; stronger effect = lower value;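 active = B-score over 3 SD under the library average, and starting fluorescence ratio not unusually high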;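 note: choline stimulus applied at its EC90 after an EC20 pre-addition; B-score computed on integrated fluorescence ratio after choline addition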
Target sequence (Q9GZV3 whole entry, looked up): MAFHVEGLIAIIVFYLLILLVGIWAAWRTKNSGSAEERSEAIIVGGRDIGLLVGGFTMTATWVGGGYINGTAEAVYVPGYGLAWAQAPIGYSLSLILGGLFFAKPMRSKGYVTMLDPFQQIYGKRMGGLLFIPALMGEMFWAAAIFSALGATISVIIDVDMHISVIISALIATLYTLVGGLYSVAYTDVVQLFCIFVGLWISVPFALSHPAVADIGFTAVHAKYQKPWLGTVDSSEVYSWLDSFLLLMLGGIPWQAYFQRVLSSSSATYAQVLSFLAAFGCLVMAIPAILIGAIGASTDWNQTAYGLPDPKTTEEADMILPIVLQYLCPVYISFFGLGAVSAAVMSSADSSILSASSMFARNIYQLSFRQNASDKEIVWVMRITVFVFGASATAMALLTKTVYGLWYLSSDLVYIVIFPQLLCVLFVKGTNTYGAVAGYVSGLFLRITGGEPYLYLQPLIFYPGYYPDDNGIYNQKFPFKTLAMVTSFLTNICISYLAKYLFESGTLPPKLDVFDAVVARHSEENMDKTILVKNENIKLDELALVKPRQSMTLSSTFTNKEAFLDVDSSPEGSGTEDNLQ
An asterisk follows results filed as active; i = inactive; nt = no result given.

SMILES	KCNQ2 block	CHT block
CC(=O)CC(C)(C)S(=O)(=O)c1ccc(Oc2ccc(S(=O)(=O)C(C)(C)CC(C)=O)cc2)cc1	i	i
CSc1ccccc1NC(=O)CN1CC(C)OC(C)C1 (stereo not given)	i	i
COc1ccc(C(=O)NC2CC2)cc1OC1CCN(Cc2ccccc2F)CC1	i	i
c1ccc(-n2nnc(-c3nccs3)n2)cc1	i	i
C/C(CC(=O)Nc1ccc(Cl)cc1C(F)(F)F)=N\NC(=O)c1cccs1	i	i
COc1cc(C)c(N(C(C)=O)c2ccccc2)c(C)c1	i	i
COc1ccccc1CN1[C@@H](CC(C)=O)c2cc(C(F)(F)F)ccc2S1(=O)=O	i	i
COc1ccc(COCC(O)CN(Cc2ccco2)Cc2ccccc2O)cc1 (stereo not given)	i	i
Nc1cc(Cl)ccc1C(=O)OCC(=O)NC(=O)NCc1ccccc1	i	i
CCC1(CC)Cc2ccccc2C2=C(C(=O)N3CCCCC3)C(=O)C(=O)N21	i	i
Cn1cc(P(=S)(N2CCOCC2)N2CCOCC2)cc1P(=O)(N1CCOCC1)N1CCOCC1	i	i
CC1N=C(N)C(c2nc3ccccc3n2C)=C1O (stereo not given)	i	i
S=c1[nH]c2ccccc2n1Cc1ccccc1	i	i
CC(C)(C)C(=O)NC1(C(F)(F)F)NC(=O)N(CCc2ccccc2)C1=O (stereo not given)	i	i
O=c1oc2ccccc2cc1-c1csc(Cc2nc(-c3ccc(Cl)cc3)cs2)n1	i	i
CNC(=O)C(=O)Nc1c(O)c2ccccc2[nH]c1=O	i	i
O=C(CN1CCN(c2ccc(O)cc2)CC1)Nc1cc([N+](=O)[O-])ccc1Cl	i	i
CCCCNC(=O)c1onc(CSc2cc(C)cc(C)c2)c1C(=O)O	i	i
Cc1noc(C)c1S(=O)(=O)Nc1cccc(C(F)(F)F)c1	i	i
CC(C)CC(=O)NC(=S)Nc1ccccn1	i	i
O=S(=O)(c1ccc(Cl)cc1)N1CCC(O)(CN2CCN(Cc3ccccc3)CC2)CC1	i	i
Cc1ccc(C(=O)N(C)CC(=O)Nc2cccc(C)c2C)o1	i	i
COC(=O)CNC(=O)c1cccc(F)c1	i	i
COC(=O)C1=C(N)Oc2cc(C)n(Cc3cccnc3)c(=O)c2C1c1ccccc1OC (stereo not given)	i	i
Cc1cc(N(C)C)ccc1[N+](=O)[O-]	i	i

New compounds follow:
SMILES	KCNQ2 block	CHT block
O=C(Nc1nnc(-c2ccccn2)o1)c1cccc(Br)c1	i	i
CCOC(=O)C1(Cc2cccc(OC)c2)CCN(Cc2cccc(OCC)c2O)CC1	i	i
C/C(=N/NS(=O)(=O)c1ccccc1)c1c[nH]c2ccccc12	i	i
CC(=O)c1cccc(NC(=O)c2cc(-c3ccco3)nc3ccccc23)c1	i	i
Cc1nc2cc(Cl)c(Cl)cc2n1CCCO	i	i
Cc1ccccc1C1=NC(C(F)(F)F)(C(F)(F)F)c2c(n(-c3ccc(F)cc3)c(=O)[nH]c2=O)N1	i	i
CCCc1cc(=O)oc2cc(OCC(=O)NC(Cc3ccc(Cl)cc3)C(=O)O)ccc12 (stereo not given)	i	i
COc1ccc(C)cc1NC(=O)c1sc2ncnc(N3CCN(c4ccccn4)CC3)c2c1C	i	i
Cn1c(CSCc2ccc(Cl)cc2Cl)n[nH]c1=S	i	i
COc1ccccc1CNC(=O)Cn1c(=O)oc2cc(S(=O)(=O)N3CCCC3)ccc21	i	i
CN1CCN(CCCN2c3ccccc3Sc3ccc(Cl)cc32)CC1	-9.13*	i
Cc1c(NC(=O)CSc2ncccn2)c(=O)n(-c2ccccc2)n1C	i	i
S=C(NCCc1c[nH]c2ccccc12)NC1CC1	i	i
CCCc1cc(=O)oc2cc(OCC(=O)Nc3ccc(CN4CCOCC4)cc3)c(Cl)cc12	i	i
O=C(CCc1ccccc1)OCC(=O)c1ccc(Br)cc1	i	i
COc1ccc(NC2CCCN(C(=O)c3csc(C(C)C)n3)C2)cc1 (stereo not given)	i	i
COc1ccc(C(=O)c2coc3ccc(O)c(CN4CCCC4)c23)cc1	i	i
C=CC[C@@]12C=C(OC)C(=O)C(OC)=C1O[C@H](c1ccc3c(c1)OCO3)[C@H]2C	i	i
CCOC(=O)c1sc(NC(=O)CSc2nnnn2-c2ccccc2)nc1C	i	i
O=C(CCCN1C(=O)c2cccc3cccc(c23)C1=O)N1CCc2ccccc2C1	i	i
CCn1c(C)cc(=O)cc1-c1ccc(Cl)cc1	i	i
COc1ccc2cc(C(=O)N/N=C/c3sc4ccccc4c3O)ccc2c1	i	i
CCOc1ccccc1N1CCN(C(=O)CC(C)(C)C)CC1	i	i
O=C(CSc1ncc(-c2ccccc2)n1CC1CCCO1)N1CCCCC1 (stereo not given)	i	i
CC(C)CCNC(=O)C12CN(Cc3ccccc3)CC1C(c1ccc([N+](=O)[O-])cc1)=NO2 (stereo not given)	i	i

Other structures:
SMILES	KCNQ2 block	CHT block
O=C(O)c1cnc(-c2ccccc2)nc1Oc1ccc(Cl)cc1	-7.46*	i
O=C(Cc1ccc(-c2ccccc2)cc1)NC1CCCC1	i	i
O=C(NCc1ccccc1Cl)C1CCC(CNc2c(N3CCOCC3)c(=O)c2=O)CC1 (stereo not given)	i	i
C=CCn1c(-c2cnn(-c3ccccc3)c2N)n[nH]c1=S	i	i
CS(=O)(=O)N(CC(=O)N1CCN(c2ccccc2F)CC1)c1ccc2c(c1)OCCO2	i	i
O=C(Nc1c(F)cccc1F)c1ccc(-n2cncn2)nc1	i	i
CCOc1ccc2nc(Cl)c(CN(C(C)=O)C3CCCCC3)cc2c1	i	-5.55*
COc1ccc(N2CCN(c3oc(Cc4ccccc4)nc3C#N)CC2)cc1	i	i
Cc1cc(=O)[nH]c(Nc2cccc(F)c2)n1	i	i
O=C(NNc1c(F)c(F)cc(F)c1F)c1ccc(Cl)nc1	i	i
c1ccc(-c2noc(-c3ccncc3)n2)nc1	i	i
CCOc1cc(C(=O)N2CCC(CC3CC(c4ccccc4)=NO3)(C(=O)NCc3ccc(OC)cc3)CC2)cc(OCC)c1OCC (stereo not given)	i	i
COc1cc(/C=C/C(=O)NCC(=O)N2CCC(N(C)CCN3CCOCC3)CC2)ccc1OC(C)C	i	i
O=C(O)Cc1ccc2ocnc2c1	i	i
Cc1cccc(NC(=O)CSCC(=O)Nc2cc(S(=O)(=O)N3CCOCC3)ccc2N2CCCC2)c1	i	i
COC(=O)c1ccc2nc(-c3ccc4c(c3)OCO4)cn2c1	i	i
Cc1cccc(NC(=O)CSc2nc3c(c(=O)[nH]2)CCC3)c1C	i	i
O=C(Nc1ccccc1)C1COc2ccccc2O1 (stereo not given)	i	i
CC(=O)Nc1cccc(Oc2ncnc3scc(-c4ccccc4)c23)c1	i	i
CC1CCCN(CCC(=O)Nc2ccccc2)C1 (stereo not given)	i	i
COc1cccc(OCC(=O)NNC(=O)c2cnccn2)c1	i	i
N#CCCN(C(=O)COC(=O)CNC(=O)c1cccs1)c1ccc(F)cc1	i	i
Cc1nn(CC(=O)N2CCN(c3ccccn3)CC2)c(=O)c2cc3sccc3n12	i	i
C=CCN1C(=O)c2ccc(C(=O)N(C)CC(=O)Nc3cccc(F)c3)cc2C1=O	i	i
OC(COc1ccc2ccccc2c1)CN1CCOCC1 (stereo not given)	i	i

Following part:
SMILES	KCNQ2 block	CHT block
O=C(O)CCC(=O)N1N=C(c2ccccc2)CC1c1ccc2nccnc2c1 (stereo not given)	i	i
COc1ccccc1C(=O)N1CCN(S(=O)(=O)c2ccccc2)CC1	i	i
CCCCC(=O)Nc1nc(C)c(-c2csc(Nc3cc(Cl)ccc3OC)n2)s1	i	i
O=c1cnnc(Nc2cccc(C(F)(F)F)c2)[nH]1	i	i
Cn1c(SCC(=O)Nc2cc(C(C)(C)C)nn2-c2ccccc2)nc2ccccc21	i	i
CCOc1ccc(NC(=O)CSc2nnc(-c3ccncc3)n2CC2CCCO2)cc1 (stereo not given)	i	i
O=C(COc1ccccc1)Nc1cccc(-c2ccc(N3CCOCC3)nn2)c1	i	i
O=C(COc1ccc(NC(=O)c2cccs2)cc1)c1ccc(F)cc1	i	i
COC(=O)c1c(-c2ccc(C)cc2)csc1NC(=O)c1c(-c2ccccc2)noc1C	i	i
C=CCc1ccccc1OCC(O)CN1CCN(CCN2C(=O)c3cccc4cccc(c34)C2=O)CC1 (stereo not given)	i	i
CCCNC(=O)C12CCC(C)(C(=O)C1Br)C2(C)C (stereo not given)	nt	i
CN(Cc1ccccc1)c1nc2c(c(=O)[nH]c(=O)n2C)n1Cc1ccccc1	i	i
CCNc1nc(NCC)n2c(SCC(=O)Nc3ccccc3C(F)(F)F)nnc2n1	i	i
Cc1ccc(CCNC(=O)CN2C(=O)COc3ccc(S(=O)(=O)N4CCOCC4)cc32)cc1	i	i
COCCNC(=O)C(OC(=O)C1=Cc2ccccc2OC1)C(C)C (stereo not given)	i	i
Cc1ccc(N2CCN(S(=O)(=O)N(C)C)CC2)c(C)c1	i	i
Cc1ccc(Cn2nnc3c(=O)n(CC(=O)N4CCCc5ccccc54)cnc32)cc1	i	i
CCCN1CCN(C(=O)c2cc(COc3ccc4ncccc4c3)on2)CC1	i	i
O=P(Cc1ccccn1)(c1ccccc1)c1ccccc1	i	i
CC(C)c1ccc(Nc2nnc(SCC(=O)Nc3ncc(S(=O)(=O)c4ccc([N+](=O)[O-])cc4)s3)s2)cc1	i	i
O=C(CNCCc1ccc(Cl)cc1)Nc1ccc(C(=O)N2CCCCC2)cc1	i	i
C/C(=N\NC(=O)C(=O)Nc1ccc(C)c(Cl)c1)c1ccncc1	i	i
CCN(CCCNC(=O)Cn1ncc2c([nH]c3ccc(C)cc32)c1=O)c1cccc(C)c1	i	i
COc1ccc2nc(NC(=O)CS(=O)(=O)Cc3ccccc3)sc2c1	i	i
Cc1ccc(NC(=O)C(C)N2C(=O)c3ccccc3C2=O)cc1 (stereo not given)	i	i

One compound at a time (already shown).
Cn1c(CSCc2ccc(Cl)cc2Cl)n[nH]c1=S is listed as KCNQ2 block = i; CHT block = i
CCCc1cc(=O)oc2cc(OCC(=O)Nc3ccc(CN4CCOCC4)cc3)c(Cl)cc12 is listed as KCNQ2 block = i; CHT block = i

KCNQ2 block, what is marked active above
SMILES	KCNQ2 block	CHT block
CN1CCN(CCCN2c3ccccc3Sc3ccc(Cl)cc32)CC1	-9.13*	i
O=C(O)c1cnc(-c2ccccc2)nc1Oc1ccc(Cl)cc1	-7.46*	i

Further entries:
SMILES	KCNQ2 block	CHT block
COc1ccc(/C=N/NC(=O)CNC(=O)/C=C/c2ccco2)cc1OC	i	i
O=C(c1cccs1)N1CCN(C23CC4CC(CC(C4)C2)C3)CC1	i	i
COc1ccc(CCNC(=O)C2CCCN2C(=O)Nc2ccc(Cl)cc2)cc1OC (stereo not given)	i	i
O=C(NCc1ccc(F)cc1)NC(=O)c1ccc(Cl)cc1	i	i
C/C(=N\Nc1cccc([N+](=O)[O-])c1)c1ccccc1O	i	i
CC(OC(=O)CNC(=O)c1cccc(F)c1)C(=O)NC1CCCCC1C (stereo not given)	i	i
CC(Oc1ccc2c(-c3ccccc3)cc(=O)oc2c1)C(=O)N[C@H](Cc1c[nH]c2ccccc12)C(=O)O (stereo not given in full)	i	i
CCC(/C=N/NC(=O)CCCCC(=O)N/N=C/C(CC)CC)CC	i	i
COc1ccc(C(=O)C2CCCN(Cc3cccn3-c3ccccn3)C2)c(C)c1 (stereo not given)	i	i
O=C(c1ccc(Cl)cc1)N(Cc1cccs1)C1CCS(=O)(=O)C1 (stereo not given)	i	i
O=C(c1ccccc1)N1CCCc2ccccc21	i	i
Cc1c(NC(=O)CCc2ccccc2)cccc1[N+](=O)[O-]	i	i
N#Cc1cccc(NC(=O)Cn2cnc(S(=O)(=O)N3CCCC3)c2)c1	i	i
CC1CCN(C(=O)C(Cc2ccccc2)n2cccc2)CC1 (stereo not given)	i	i
O=C(O)C1=C(C(=O)Nc2cc(C(F)(F)F)ccc2Cl)CCCC1	i	i
Cc1cc([N+](=O)[O-])nn1CC(=O)Nc1cc(F)ccc1F	i	i
CC(C)C(=O)c1cn(CC(=O)NCc2ccc3c(c2)OCO3)c2ccccc12	i	i
CCCCCCn1c(CN2CCC(C)CC2)nc2c1c(=O)n(C)c(=O)n2C	i	i
O=C(C1CCC1)N1CCN(S(=O)(=O)c2ccccc2)CC1	i	i
c1ccc(Cn2nc(-c3ccccc3)nc2-c2ccccc2)cc1	i	i
COc1ccc2cc3cc(C(=O)N4CCN(Cc5ccc6c(c5)OCO6)CC4)oc3nc2c1	i	i
CC(CNC(=O)c1ccc(OC2CCN(Cc3ccccn3)CC2)cc1)c1ccccc1 (stereo not given)	i	-11.9*
CCOC(=O)Cc1c(C)nc2c(C#N)c(C)nn2c1C	i	i
COc1ccc(CCNC(=O)CSc2nnc(CNC(=O)c3ccccc3F)o2)cc1OC	i	i
Cc1cc(=O)[nH]c(SC(C(=O)O)c2ccccc2)n1 (stereo not given)	i	i
CCCCN1C(=S)SC(C)(C)C1/[N+]([O-])=C/c1ccc(S(=O)(=O)NC)cc1 (stereo not given)	i	i

A different layout for some results above.
Below each compound – KCNQ2 block | CHT block
CC(C)C(=O)c1cn(CC(=O)NCc2ccc3c(c2)OCO3)c2ccccc12
→ i | i
COc1ccc2cc3cc(C(=O)N4CCN(Cc5ccc6c(c5)OCO6)CC4)oc3nc2c1
→ i | i
Cc1cc(=O)[nH]c(SC(C(=O)O)c2ccccc2)n1 (stereo not given)
→ i | i
C/C(=N\Nc1cccc([N+](=O)[O-])c1)c1ccccc1O
→ i | i
CC(Oc1ccc2c(-c3ccccc3)cc(=O)oc2c1)C(=O)N[C@H](Cc1c[nH]c2ccccc12)C(=O)O (stereo not given in full)
→ i | i
COc1ccc(CCNC(=O)C2CCCN2C(=O)Nc2ccc(Cl)cc2)cc1OC (stereo not given)
→ i | i

A draw from above in order of formula weight, ascending.
SMILES	KCNQ2 block	CHT block
Cc1cc(=O)[nH]c(SC(C(=O)O)c2ccccc2)n1 (stereo not given)	i	i
CC1CCN(C(=O)C(Cc2ccccc2)n2cccc2)CC1 (stereo not given)	i	i
CC(C)C(=O)c1cn(CC(=O)NCc2ccc3c(c2)OCO3)c2ccccc12	i	i
